SDO1 yeast rescue: compounds rescuing growth of sdo1-depleted yeast, bone marrow failure model. S. cerevisiae sdo1-depleted JHY4D growth rescue, OD600 30 h; stronger effect = higher value; pdr5 snq2 efflux-pump mutant strain. z-score at 10 µM. 0.21% of 140,000 active;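 active = z-score above 3 at both the 24 hr and the 30 hr optical density reads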;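 note: z-score against mean and SD of all compound wells on the same plate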
INS promoter inh: TRM-6 insulin promoter activity inhibition. inhibition, % at 2 µM. TRM-6 cells (human fetal islet line), insulin promoter-eGFP reporter, imaging; reporter expression induced with tamoxifen. 0.9% of 130,000 active;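 active = inhibition above the mean plus 3 SD, with well images judged a real hit on visual review, cut at about 60% in these data, passing the limit was not always enough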
SDO1 yeast rescue Rescue 24 h: further read-out of SDO1 yeast rescue, marked with its call; z-score; S. cerevisiae sdo1-depleted JHY4D growth rescue, OD600; measured here: growth rescue at 24 h;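 0 is the plate mean of compound wells and units are plate SD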
Starred values were filed as active, the others as inactive; i = inactive; · = not tested or not shown.

SMILES	SDO1 yeast rescue	SDO1 yeast rescue Rescue 24 h	INS promoter inh
Cc1nc(NC(=O)CN(C)S(=O)(=O)c2ccc(Br)cc2)sc1C	-0.24	-0.42	26
CCCCOCCCNC(=O)c1ccccc1OCC	1.3	0.94	35
Cn1ncc(Cl)c1C(=O)Nc1sc2c(c1C(N)=O)CCC2	-1.3	-0.03	14
CSc1ccccc1NC(=O)c1ccccc1N(Cc1ccccc1)S(C)(=O)=O	1.4	2	24
CC1CC(C)(C)N(C(=O)NC2CCCCC2)c2ccccc21 (stereo not given)	-0.06	-0.89	49
Cc1cc(C)nc(NS(=O)(=O)c2cccs2)c1	0.82	0.54	-21
CCn1nc(C)c(CNC(=O)CC2C(=O)NCCN2CC(C)(C)C)c1C (stereo not given)	·	·	26
CCCOc1ccccc1-n1sc2c(c1=S)-c1cc(OC)cc3c1N(C(=O)C3=O)C2(C)C	0.19	-0.47	-14
Cc1ccccc1OCC(=O)Nc1cccc(C(=O)O)c1	·	·	-15
COC(=O)c1sccc1NC(=O)CN1CCN(c2ccc(F)cc2)CC1	-2.2	-1.7	-9
O=C(CC1COc2ccccc2O1)NCc1ccccc1 (stereo not given)	-1.1	-1.5	-6
CC(C)C(c1nnnn1C1CCCCC1)N1CCc2ccccc21 (stereo not given)	-1.1	0.09	36
COc1ccc(-c2[nH]ncc2/C=N/NC(=O)c2cc(Br)ccc2O)c(OC)c1	-0.03	-0.86	·
COC(=O)c1c(NC(=O)c2c(C)noc2C)sc2c1CCCCCC2	-0.88	0.83	-352
COC(=O)c1cc(Br)c(=O)n(-c2cc(C)on2)c1	-0.33	0.25	·
OCCN1CCN(C(=S)c2ccc(Cl)cc2)CC1	1.3	0.46	40
Cc1nc2nc(SCC(=O)c3ccc([N+](=O)[O-])cc3)[nH]c2cc1Br	-0.52	0.24	·
O=C(Cn1ccc2ccccc2c1=O)NCCC(=O)N1CCN(c2cccc(Cl)c2)CC1	-0.38	-1	31
Cc1ccc(C(=O)NNc2nc3ccccc3nc2C(F)(F)F)cc1	-0.59	-0.95	11
CCN(CC)CCn1c(=S)[nH]c2cc3c(cc2c1=O)OCO3	0.81	0.81	-27
COCC(=O)N1CCCN(c2nc3c(C)cccc3cc2C#N)CC1	0.48	0.84	36
CCc1ccc(CNC(=O)CCc2nc(-c3cccs3)no2)cc1	0.01	-0.1	·
Cn1c(CSCc2ccc(Cl)cc2)nnc1SCC(=O)Nc1nccs1	1.4	2.4	-44
Cc1ccc(C)n1-c1ccc(C#N)cn1	·	·	33
COc1ccc(S(=O)(=O)N(C)CC(=O)NCc2cccnc2)cc1	0.03	-0.56	8

Single values from the entries so far:
For INS promoter inh, `Cc1ccc(C)n1-c1ccc(C#N)cn1` is listed with 33
For INS promoter inh, `CCCOc1ccccc1-n1sc2c(c1=S)-c1cc(OC)cc3c1N(C(=O)C3=O)C2(C)C` is listed with -14
For INS promoter inh, `Cc1nc(NC(=O)CN(C)S(=O)(=O)c2ccc(Br)cc2)sc1C` is listed with 26

Returning to the listing with the four entries that preceded the break.
SMILES	SDO1 yeast rescue	SDO1 yeast rescue Rescue 24 h	INS promoter inh
CCc1ccc(CNC(=O)CCc2nc(-c3cccs3)no2)cc1	0.01	-0.1	·
Cn1c(CSCc2ccc(Cl)cc2)nnc1SCC(=O)Nc1nccs1	1.4	2.4	-44
Cc1ccc(C)n1-c1ccc(C#N)cn1	·	·	33
COc1ccc(S(=O)(=O)N(C)CC(=O)NCc2cccnc2)cc1	0.03	-0.56	8
CC(C)NC(=O)Cn1cnc2c1c(=O)n(C)c(=O)n2C	0.47	-0.71	0
Cc1cc(C)c2nc(SC(C)C(=O)NCC(=O)Nc3ccc(F)c(F)c3F)cc(C)c2c1 (stereo not given)	-0.26	0.83	·
O=C(NCc1ccccc1)Nc1cccn(Cc2c(F)cccc2Cl)c1=O	·	·	-5
Cc1c(NC(=O)CCCCCN2C(=O)C3C4C=CC(C4)C3C2=O)c(=O)n(-c2ccccc2)n1C (stereo not given)	0.33	-0.27	·
COc1ccccc1CNC(=O)COC(=O)C1=COCCO1	-0.06	-0.17	-15
CCOC(=O)C1CCCN(C(=O)COc2ccccc2F)C1 (stereo not given)	·	·	-35
CCC(=O)c1cccc2c1N=CC1=C(CC(C)(C)CC1=O)N2	-1.2	-0.68	-12
O=c1c2ccccc2c(/C=N/n2cnnc2)c(O)n1-c1ccccc1	0.46	0.14	53
CCN(CC)S(=O)(=O)c1ccc(N2CCCCC2)c(NC(=O)/C=C/c2ccc(OC)c(OC)c2)c1	0.05	-0.02	·
CCCCCN(C(=O)NC(=O)Nc1ccccc1OC)S(C)(=O)=O	-1.5	-0.79	·
Cc1ccc(NC(=O)c2c3c(nc4ccccc24)CCC3)cc1	·	·	-28
CC1=CC(=O)C=C(C)C1=NOS(=O)(=O)c1ccccc1	-2	-1.8	i
CCOC(=O)CCS(=O)(=O)c1ccc(-c2ccc(S(=O)(=O)CCC(=O)OCC)cc2)cc1	-0.72	-0.22	·
CCCn1c(C(O)c2ccc(OCC)cc2)nc2ccccc21 (stereo not given)	0.87	0.52	·
O=C(CSc1nnc2ccccn12)NCc1ccco1	·	·	71*
Cc1ccc(Cl)cc1N1CCN(Cc2nnnn2C2CCCCC2)CC1	-0.85	-0.82	-79
O=c1[nH]cnc2nn(-c3ccccc3)nc12	0.24	0.84	·
COC(=O)CNC(=O)C(NC(=O)c1ccc(Cl)cc1)C(C)C (stereo not given)	0.69	-0.11	-24
C=CCn1c(SCC(=O)Nc2cc(OC)c(NC(=O)c3ccco3)cc2OC)nnc1-c1ccncc1	0.55	-0.21	69
C=CCn1c(C)cc(C(=O)CSc2nnc3c(Cl)cc(Cl)cn23)c1C	-0.69	-1.4	0
Cc1ccc2[nH]c(=O)c(CN(Cc3ccco3)S(=O)(=O)c3c(C)ccc4nsnc34)cc2c1	-1.3	-0.72	·
O=C(NCC(=O)N(Cc1cccs1)C(C(=O)NC1CCCC1)c1ccco1)c1cccs1 (stereo not given)	-0.19	0.6	·
O=C(CNC(=O)c1cccs1)N/N=C/c1ccc(O)cc1O	·	·	55
COc1ccc(OC)c(NC(=O)C(Sc2ccccc2)c2ccccc2)c1 (stereo not given)	-0.46	-0.1	-37
CCN(CC)S(=O)(=O)c1ccc(C(=O)NCc2nnc(SCC(=O)OC)n2C)cc1	-0.25	-0.03	·

The list goes on:
SMILES	SDO1 yeast rescue	SDO1 yeast rescue Rescue 24 h	INS promoter inh
CCc1c(C)c2ccc(O)c(CN(C)C)c2oc1=O	0.38	-0.34	2
COc1ccc(OC)c(S(=O)(=O)N2CCN(c3ccccn3)CC2)c1	0.81	0.25	74*
O=C(N/N=C/c1cccs1)c1cc(C2CC2)nc2ccccc12	0.5	0.05	-4
CCOC(=O)/C=C/C(=O)Nc1ccc(S(=O)(=O)Nc2c(C)cc(C)cc2C)cc1	-0.52	-0.24	-10
COc1ccc(CC(=O)NNC(=O)c2ccc(SCc3cc(F)ccc3F)c([N+](=O)[O-])c2)cc1	-0.09	1.7	43
CCn1c(C(O)c2ccc3c(c2)OCO3)nc2ccccc21 (stereo not given)	0.57	-0.02	-2
O=c1cc(-c2ccc(Br)cc2)[nH][nH]1	·	·	-40
COc1ccc(OC)c(S(=O)(=O)N2CCC(C(=O)Nc3cccc(C)c3)CC2)c1	-0.22	0.94	6
COc1cc(OC)cc(C(C)=O)c1	1.1	1.6	-58
Cc1ccc2c(CC(=O)N3CCOCC3)coc2c1	·	·	-42
CCCN(Cc1cc2cccc(C)c2[nH]c1=O)S(C)(=O)=O	0.13	-1.2	-21
CC1CCC(C(C)C)C(OC(=O)Cn2c(-c3ccc(F)cc3)[n+](C)c3ccccc32)C1 (stereo not given)	1.5	1.5	-35
CC(C(=O)c1ccccc1)n1c(N2CCOCC2)nc2c1c(=O)n(C)c(=O)n2C (stereo not given)	0.8	0.64	25
CCOC(=O)CSc1nnc([C@H](Cc2ccccc2)NC(=O)OC(C)(C)C)o1	0.17	-0.35	-25
COc1cc(NS(=O)(=O)c2ccc(NC(=O)c3ccc(S(=O)(=O)N4CCCCC4)cc3)cc2)ncn1	·	·	29
C=CCn1c(COc2ccccc2)nnc1SC(C)C(=O)N/N=C/c1cc(Cl)ccc1O (stereo not given)	-0.74	-0.98	-67
CN1CCN(S(=O)(=O)c2ccc3c4c(cccc24)C(=O)N3)CC1	0.51	0.49	·
c1ccc2c(c1)NC(CN1CCOCC1)CO2 (stereo not given)	0.37	-0.01	21
COCCNC(=O)CCCn1c(=O)c2ccccc2n(Cc2cccc([N+](=O)[O-])c2)c1=O	·	·	31
CC(C)(C)NC(=O)NC(=O)COC(=O)c1cc(=O)[nH]c2ccccc12	0.43	-0.87	-29
Cc1c2cnn(-c3ccccc3)c(=O)c2c(C)n1CCCC(=O)N1CCN(C)CC1	1.4	2	·
CCOc1ccc(-c2nnn(CC(=O)c3ccc4c(c3)OCCO4)n2)cc1OCC	-0.1	-0.03	·
CCOc1ccccc1C1C(C(=O)OC)=CN(C)C=C1C(=O)OC	-0.22	-0.46	·
Cn1c(=O)oc2cc(S(=O)(=O)NCC3CCCO3)ccc21 (stereo not given)	·	·	-344
Cc1nn(C/C(C#N)=N\O)c(C)[n+]1N	-0.01	-0.01	9

(list continues)
SMILES	SDO1 yeast rescue	SDO1 yeast rescue Rescue 24 h	INS promoter inh
O=C(N/C(=C\c1cccnc1)C(=O)N1CCOCC1)c1cccc(Br)c1	-0.01	-0.11	17
CCOC(=O)c1sc(-c2ccccc2)cc1NC(=O)Nc1ccc([N+](=O)[O-])cc1	1.7	0.86	14
O=C(Nc1cc(Sc2ccccn2)cc([N+](=O)[O-])c1)c1ccc(Cl)cc1	-0.68	0.76	-8
Cc1ccc(-n2nnnc2SCC(=O)NNC(=O)c2ccco2)c(C)c1	0.08	-0.49	-4
CCOc1cc(NC(=O)C2CCCCC2)c(OCC)cc1NC(=O)c1ccccn1	·	·	-5
COc1cc(C(=O)NCC2CCCO2)ccc1OCc1c(C)noc1C (stereo not given)	1.1	0.63	-8
CCOC(=O)N1CCN(C(=O)CSCc2ccccc2)CC1	0.8	0.48	-24
Cc1cccc(C(=O)NCc2ccc(S(N)(=O)=O)cc2)c1[N+](=O)[O-]	1.2	1	49
COc1ccc(/C=C/C(=O)Nc2cc(C)on2)cc1	0.41	-0.41	14
Cn1ncc(N=Cc2ccc([N+](=O)[O-])cc2)c1C(=O)N1CCOCC1	-0.73	-1.4	-7
O=C(NCCc1ccccc1)C1CCCN(S(=O)(=O)c2cccnc2)C1 (stereo not given)	0.48	-0.14	·
COc1ccc(OCCCn2cc(/C=C3/C(=N)N4C=C(C)SC4=NC3=O)c3ccccc32)cc1	3	4.2	-17
COc1ccc(OC)c(NC(=O)Cc2coc3ccc(C)cc23)c1	-1.6	-0.49	-33
COc1ccc(C(=S)N(C)C)cc1OC	-0.11	-0.26	-8
O=C(COc1ccccc1)n1nc(-c2ccc(Cl)cc2)nc1NCc1ccco1	0.33	1.7	-18
C=CCSc1nc(C)c(CC(=O)OCC(C)C)c(=O)[nH]1	-1	-0.82	-16
COc1ccccc1OCC(=O)Nc1ccc(S(=O)(=O)N2CCCCCC2)cc1	-0.82	-0.69	·
CC(C)CC(=O)NC(=S)Nc1ccc(F)cc1F	·	·	20
CCOC(=O)c1ccc(NC2c3ccccc3C(=O)N2c2ccc(C)cn2)cc1 (stereo not given)	-0.98	-0.27	·
CCc1ccc(OCc2nnc(SCC(=O)Nc3cccc(C(=O)N4CCOCC4)c3)o2)cc1	2.3	2.3	·
CCOc1ccc(OCC)c(-c2c(=O)n(OCc3ccc(Cl)cc3)c3ccccc3[n+]2[O-])c1	-0.31	-0.38	-87
CCn1c(CC(=O)Nc2ccc(C)cc2)nnc1SCC(=O)NCc1ccccc1	0.83	0.92	-58
COc1ccc(S(=O)(=O)NCCC(=O)NCc2ccccc2)cc1	0.88	0.2	·
Cc1[nH]nc(N=CC2=C(O)CC(C)(C)CC2=O)c1-c1ccc(Cl)cc1	-0.62	-0.94	16
Cc1c(NC(=S)NC(NC(=O)C(C)(C)C)C(Cl)(Cl)Cl)c(=O)n(-c2ccccc2)n1C (stereo not given)	1.4	1.2	·

Carrying on.
SMILES	SDO1 yeast rescue	SDO1 yeast rescue Rescue 24 h	INS promoter inh
CCCn1c(=O)n(N)c2ccccc21	0	-0.08	-27
CN(C)C(=O)c1c(-c2ccccc2)oc2ccc(O)cc12	-1.2	-1.2	·
CCOC(=O)c1cnc(SC)nc1Oc1cccc(NS(=O)(=O)c2ccc(Cl)cc2)c1	0.5	0.54	29
Cc1occc1C(=O)NNC(=S)NCc1ccccc1	1.9	1.9	0
O=C(OCC(=O)N1CCCC1)c1cccs1	-0.1	0.24	-10
C=CCn1c(NC(=O)c2ccc(Br)o2)c(C(=O)OCC)sc1=S	0.1	1.8	·
C/C(CCC(=O)O)=N/Nc1ccc([N+](=O)[O-])cc1[N+](=O)[O-]	-0.73	-0.53	-188

Sorted by the number under SDO1 yeast rescue Rescue 24 h (low to high): some entries from above.
SMILES	SDO1 yeast rescue	SDO1 yeast rescue Rescue 24 h	INS promoter inh
C/C(CCC(=O)O)=N/Nc1ccc([N+](=O)[O-])cc1[N+](=O)[O-]	-0.73	-0.53	-188
CCCn1c(=O)n(N)c2ccccc21	0	-0.08	-27
CCOC(=O)c1cnc(SC)nc1Oc1cccc(NS(=O)(=O)c2ccc(Cl)cc2)c1	0.5	0.54	29
Cc1occc1C(=O)NNC(=S)NCc1ccccc1	1.9	1.9	0

Single records, from the list above. Screens in order: SDO1 yeast rescue | SDO1 yeast rescue Rescue 24 h | INS promoter inh
Entry for O=c1cc(-c2ccc(Br)cc2)[nH][nH]1 → · | · | -40
Entry for CCOC(=O)N1CCN(C(=O)CSCc2ccccc2)CC1 → 0.8 | 0.48 | -24
Entry for Cn1c(=O)oc2cc(S(=O)(=O)NCC3CCCO3)ccc21 (stereo not given) → · | · | -344

The list is partial; rates above refer to the full screens.
